# Screening data (PubChem BioAssay)
# Pf growth 96h – P. falciparum growth inhibition at 96 hour, primary screen for plastid delayed-death inhibitors. P. falciparum luciferase reporter growth, 96 h. Potency, µM (highest dose often 28.7 µM), for the others: top-dose activity change, negative = inhibition, actives largely listed as inhibitors. hit rate 6.9% among 320,000; also: potency is read from the fitted curve at half-maximal effect; % is scaled to controls: 0 for no effect and ±100 for the full control effect
#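 Cell-based qHTS: luciferase-tagged P. falciparum in erythrocytes (2% hematocrit, 0.05% parasitemia final) incubated with compounds for 96 hours, 37 C, 5% CO2; luciferase detection reagent then added and luminescence measured.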
# FBPA Giardia inh – blocks Giardia fructose-bisphosphate aldolase activity. A8B2U2. hit rate 0.71% among 290,000. purified Giardia FBPA. AID 2451. Potency, µM (doses to about 59.6 µM), for the others: at the highest dose activity, negative = inhibition, most hits filed as inhibitors; also: potency is read from the fitted curve at half-maximal effect; % is scaled to controls: 0 for no effect and ±100 for the full control effect; nearly all actives have a fitted effect of over 55% in size
# Target sequence (A8B2U2 whole entry, looked up): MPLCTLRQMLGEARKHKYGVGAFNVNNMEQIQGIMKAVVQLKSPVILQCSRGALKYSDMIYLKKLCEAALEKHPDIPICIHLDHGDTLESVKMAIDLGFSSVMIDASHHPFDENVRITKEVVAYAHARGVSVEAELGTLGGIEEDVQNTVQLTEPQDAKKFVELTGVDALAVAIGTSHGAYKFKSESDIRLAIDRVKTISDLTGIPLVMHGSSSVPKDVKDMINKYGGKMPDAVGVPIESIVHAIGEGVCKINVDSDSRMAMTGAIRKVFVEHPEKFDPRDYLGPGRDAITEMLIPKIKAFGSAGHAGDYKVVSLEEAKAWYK
#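 Giardia FBPA (40 nM reagent) was preincubated 10 min at RT with compound (up to 57.5 uM final), then substrate plus GAPDH/TPI/NAD/arsenate coupling system with diaphorase/resazurin was added; resorufin fluorescence (525/598 nm) was read after 20 min.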
# Shiga toxin inh – blocks Shiga toxin action in Vero cells; Vero cells, Shiga toxin protein synthesis inhibition reporter; inhibition, % at 38.7 µM; hit rate 9.2% among 290,000; AID 2315; in the data active = inhibition mostly above about 28%, no sharp cut-off; inactive = mostly below about 43%; also: 0% is about no effect
# Sm TGR inh – S. mansoni TGR enzyme inhibition; hit rate 3% among 360,000; Q962Y6; Potency, µM (titrated, usually from 114 µM), for the others: top-dose activity change, negative = inhibition, actives largely listed as inhibitors; purified TGR, DTNB reduction, TNB absorbance 405 nm; AID 485364; also: potency is read from the fitted curve at half-maximal effect; % is scaled to controls: 0 for no effect and ±100 for the full control effect; nearly all actives have a fitted effect of over 60% in size
#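 Kinetic colorimetric format: TGR-catalysed, NADPH-driven DTNB reduction monitored via TNB absorbance. Enzyme dispensed at 20 nM; compound exposure 15 min at room temperature before reaction start.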
# Pf growth 48h – P. falciparum growth inhibition at 48 hours (one generation); hit rate 5.9% among 310,000; P. falciparum luciferase growth in erythrocytes, 48 h; Potency, µM (highest dose often 28.7 µM), inactives show top-dose activity change, negative = inhibition, actives largely listed as inhibitors; also: potency is read from the fitted curve at half-maximal effect; % is scaled to controls: 0 for no effect and ±100 for the full control effect
#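 In quantitative HTS format, infected erythrocytes bearing luciferase-reporter parasites were treated for a single generation at 37 C. Luminescence after adding detection reagent served as the growth measure.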
# Cycloheximide cs – counter-screen for Shiga toxin inhibitors: cycloheximide protein synthesis inhibition; AID 2314; max response, %; cell reporter, cycloheximide protein synthesis inhibition counterscreen; hit rate 12% among 300,000; in the data active = max response mostly above about 13%, no sharp cut-off; inactive = mostly below about 14%; also: read at 38.3 µM for the half of the compounds with a filed dose; 0% is about no effect
# Starred values were filed as active, the others as inactive; ? = inconclusive; . = no result given; & = joins results of further samples; [ ] = dose if it differs, or a comment. Unless noted, calls follow the shape of the dose curve; as a rule, active = well fitted curve in the direction sought with a large enough effect; inconclusive = small, poorly fitted or top-dose-only effect, or another doubt; inactive = no such curve, though single readings can be large; an effect the other way counts as inactive or inconclusive.
SMILES,Pf growth 96h,FBPA Giardia inh,Shiga toxin inh,Sm TGR inh,Pf growth 48h,Cycloheximide cs
O=C(NCCS(=O)(=O)N1CCN(c2ccccc2F)CC1)c1cccs1,2%,.,.,0%,?,.
COC(=O)C(/C=N/O)NC(=O)c1ccccc1 (configuration not stated),?,-18%,-8,-20%,?,-1
CCCOC(=S)N/C(=N\S(=O)(=O)c1ccccc1)c1ccccc1,21%,-21%,1,-7%,6%,1
O=C(NCC1CCCO1)C1C2C=CC3(CN(Cc4cccs4)C(=O)C13)O2 (configuration not stated),4.7µM*,-2%,11,5%,7%,-1
CCN1CCN(Cc2c(O)ccc3c(C)cc(=O)oc23)CC1,34%[activator],7%,-11,-3%,13%,0
CC(=O)c1ccc(C(=O)Nc2nnc(-c3ccc(Cl)cc3)o2)cc1,-22%,3%,-9,0%,0%,-6
CC(C)=CC(=O)Nc1nnc(-c2ccccc2C)s1,6%,2%,77*,7%,63%[activator],28*
CCOc1ccc(NC(=O)CCC(=O)N2CCSc3ccccc32)cc1,35%[activator],1%,-5,-7%&0%,9%,-4
COc1ccc(CC(=O)Nc2sc3c(c2C#N)CC(C)(C)NC3(C)C)cc1OC,-8%,1%,-18,89µM*,-21%,-2
O=c1[nH]c(NCc2ccccc2)nc2c1CCCC2,8.3µM*,-3%,-8,22%,13µM*,-1
CCOc1ccc(NC(=O)CN(C)C(=O)CCCn2c(=O)oc3ccccc32)cc1OCC,?,.,.,1%,-13%,.
CCN1CC=C(c2c[nH]c3ccccc23)CC1,40%[activator],-23%,26,0%,1µM*,-1
c1ccc(-c2csc(Nc3ncccn3)n2)cc1,?,1%,54*,0%,302%[activator],42
Cc1ccnc(NCc2cccc3ccccc23)c1,363%[activator],?,-1,-23%,-6%,11
COC(=O)c1ccc(CN2C(=O)NC(c3ccccc3)(c3ccccc3)C2=O)o1,-24%,-6%,22,-10%,?,-8
O=C(O)/C=C/C(=O)c1ccc2c(c1)CCc1ccccc1-2,21%,.,.,0.56µM*,11%,.
COc1ccccc1N1C(=O)NC(=O)/C(=C/c2ccc3c(c2)Cc2ccccc2-3)C1=O,37%[activator],-7%,45*,32µM*,13%,12
O=C(Nc1ccc(NC(=O)c2ccccc2F)cc1)c1cccs1,-3%,.,.,6%,153%[activator],.
CCCC(=O)Nc1nc(-c2ccccc2)ns1,220%[activator],-3%,28*,2%,224%[activator],86*
COc1cc(C(=O)N/N=C/C2CC=CCC2)cc(OC)c1OC (configuration not stated),27%,-4%,-1,17%,7%,3
COc1ccc(-c2csc3ncn(CC(=O)N4CCOCC4)c(=O)c23)cc1,45%[activator],7%,-8,-1%,0%,-2
COc1ccccc1CNC(=O)c1cn(C)c(=O)c2cc(OC)c(OC)cc12,?,-3%,-15,4%,.,-4
Cc1ccc(N(C(=O)C2CCC(=O)N2)C2(C(=O)NC3CCCCC3)CCCCC2)cc1 (configuration not stated),5%,-1%,-11,-21%,11%,-2
COCCCn1c(SCc2nc3ccccc3c(=O)[nH]2)nc2ccccc2c1=O,2%,2%,-18,-18%,?,1
Cc1c(NC(=O)CN2C(=O)C(=O)N(Cc3ccccc3)C2=O)c(=O)n(-c2ccccc2)n1C,-10%,0%,-5,-7%,34%[activator],-3
CN1CCN(C(=O)/C(=C/c2cccnc2)NC(=O)c2cccc(Br)c2)CC1,57%[activator],-6%,11,?,-7%,-3
COc1cccc(CN2CCNC(=O)C2CC(=O)NCc2cc(C(C)C)no2)c1 (configuration not stated),33%[activator],-11%,-15,?,-8%,-1
CCOc1ccccc1NC(=O)C1CCCN(S(=O)(=O)c2ccc(-n3cnnn3)cc2)C1 (configuration not stated),?,.,-10,9%,?,-1
COc1ccccc1N1CCN(C(=O)c2cc(-c3ccco3)on2)CC1,?,-9%,5,56µM*,.,8
O=C(c1ccc(F)cc1)N1CCCCC(Sc2nnc3ccccn23)C1=O (configuration not stated),-16%,5%,-10,-9%,4%,1
CCOC(=O)c1nnn(-c2ccc([N+](=O)[O-])cc2)c1C,?,0%,28,-3%,?,15
CCc1ccc(C2NC(C(=O)O)CS2)cc1 (configuration not stated),31%[activator],?,2,-17%,.,9
COc1ccc(CC(=O)Nc2cc(Cl)ccc2C(=O)O)cc1,0%,8%,-35,-3%[57.1 µM],5%,-3
Cc1cc(C)c(C(=O)Cn2nc(C)c([N+](=O)[O-])c2C)cc1C,-26%,0%,-7,1%,-10%,-2
O=C(CSc1ccccc1C(=O)N1CCN(c2ccccc2)CC1)N1CCCC1,-8%,.,.,-8%,3%,.
CCOc1ccc(S(=O)(=O)N2CCN(C(=O)CCOc3ccccc3C)CC2)cc1,?,.,.,-14%,10µM*,.
CCc1ccccc1NC(=O)CSc1nnc(CNC(=O)c2ccco2)n1C,4%,-4%,-6,10%,0%,-4
COc1ccc(O)c(-c2[nH]ncc2C(=O)c2cccc(C)c2)c1,5%,-9%,-3,8%,-5%,-3
NC(=O)c1nsc(C(=O)N(Cc2cccnc2)C(C(=O)NCc2ccc(F)cc2)c2ccc(O)cc2)c1N (configuration not stated),18%,.,-3,0%,?,-4
Clc1ccc2nc(C3CCN(Cc4ccccc4)CC3)[nH]c2c1,?,3%,-8,2%,-20%,-3
CCn1c(SCC(=O)NCCCN2CCCC2=O)nnc1-c1cccc(C)c1,34%[activator],.,.,0%,18%,.
COc1ccc(C(=O)Cc2cc3ccccc3oc2=O)cc1,5%,4%,61*,1%,89%[activator],28*
Cc1nnc(NC(=O)CN2CCN(Cc3c(Cl)cccc3Cl)CC2)s1,-18%,-24%,-6,-33%,0%,-4
COCCNC(=S)N1CCC(c2nc(-c3ccc(F)cc3)no2)CC1,?,0%,-6,-16%,-6%,-4
CCN1CCN(c2nc(C)c3c(n2)CCCC3=O)CC1,63%[activator],2%,-2,-5%,1%,-3
O=C(Cn1ncc2ccsc2c1=O)N1CCC2(CC1)OCCO2,30%[activator],0%,11,7%,36%[activator],7
CCOC(=O)C1(CCOc2ccccc2)CCN(Cc2cccc(OCCO)c2)CC1,-2%,5%,.,18%,-3%,-1
COc1ccccc1C(=O)OCCN=C1NS(=O)(=O)c2ccccc21,?,-5%,7,-1%,-8%,-7
O=C(NC(NCc1ccccc1)C(Cl)(Cl)Cl)c1cccnc1 (configuration not stated),24%,1%,-4,7%,-3%,-1
CCc1nnc(NC(=O)CSc2nc3cc(OC)c(OC)cc3cc2C)s1,?,3%,-10,3%,?,-5
COc1ccccc1N1CCN(C(=O)CSc2ccccc2)CC1,51%[activator],1%,65*,-5%,.,27*
NC(=NCCc1c[nH]c2ccccc12)NS(=O)(=O)c1cc(F)ccc1F,53%[activator],-3%,-5,-4%,27%,-3
Cc1cccc2cc(CN(CC3CCCO3)C(=O)c3ccncc3)c(=O)[nH]c12 (configuration not stated),6%,3%,-1,-5%,-14%,0
O=C(CCc1ccccc1)NNC(=O)c1ccccc1Cl,2.9µM*,-5%,.,2%,?,-4
C=CC(=O)NCc1ccc(-c2csnn2)cc1,-1%,2%,-15,-8%,-21%,-1
CN(C)c1cccc2c1c(NC(=O)Nc1ccc(Cl)cc1Cl)nn2C,-2%,-25%,19,-2%,10%,4
O=C(c1ccccc1)N1CCCCC(S(=O)(=O)c2ccccc2)C1=O (configuration not stated),14%,3%,10,7%,32%[activator],-2
COc1ccccc1CC(=O)N1CCN(C(=O)c2ccco2)CC1,?,.,-32,-6%,10%,-3
Cc1cc(NC(=O)CON=C(N)CC(=O)Nc2ccccc2Cl)ccc1Br,?,.,.,0%,-8%,.
Cc1ccc2cc(CN(CCCO)S(=O)(=O)c3ccccc3F)c(=O)[nH]c2c1C,-2%,1%,-4,-8%,-5%,-1
# Next part
SMILES,Pf growth 96h,FBPA Giardia inh,Shiga toxin inh,Sm TGR inh,Pf growth 48h,Cycloheximide cs
CC(=O)c1ccc(S(=O)(=O)N2CCN(C(=O)/C=C/c3ccc4ccccc4n3)CC2)cc1,5.2µM*,0%,10,-7%,12µM*,-1
CCCCCCC1CC(C)(C(=O)CNc2nncs2)OC1=O (configuration not stated),14%,13%,19,-16%,-13%,-4
CCOc1cccc(NC(=O)c2ccc(S(=O)(=O)N3CCCC3)cc2)c1,?,-5%,-6,-7%,?,-4
COc1ccccc1CC(=O)Nc1ccc(S(=O)(=O)N2CCCC2)cc1,-2%,4%,-3,-7%,-22%,-4
COc1ccccc1NC(=O)CN1C(=O)NC2(CCCc3ccccc32)C1=O (configuration not stated),?,.,.,2%,5%,.
CCc1ccccc1NC(=O)C1CCCN(c2ncccn2)C1 (configuration not stated),4%,-6%,-3,2%,8%,-3
CC(=O)Nc1ccc(NC(=O)c2cc[n+]([O-])cc2)cc1,8%,3%,-13,1%,-7%,-2
O=C(CN1C(=O)NC2(CCCCC2)C1=O)Nc1cccc(S(=O)(=O)N2CCCC2)c1,?,.,.,-4%,?,.
O=C(NNC(=O)c1c(O)c2ccccc2[nH]c1=O)c1ccccc1Br,28%,9%,-8,-13%,22%,-4
Cc1nnc(CN(C)C(=O)CC2C(=O)NCCN2Cc2ccccc2C)o1 (configuration not stated),-18%,3%,-8,28µM*,-4%,1
COC(=O)C(C)Sc1nnc(Cc2cc(=O)[nH]c(=O)[nH]2)n1-c1cc(C)ccc1C (configuration not stated),3%,-7%,-8,-3%,.,-2
Fc1ccc(CNC(=S)Nc2ccc(Cl)cc2Cl)cc1,-11%,0%,11,-27%,?,11
CN(C)C(=O)c1cnc(-c2ccccc2)nc1-c1ccccc1,-28%,5%,-2,-10%,-12%,-3
CC(C)(C)c1ccc(C(=O)Nc2ccc(C(=O)N3CCCC3)cc2)cc1,-20%,.,19,-9%,?,4
COc1ccc([C@H]2C(C#N)=C([S-])N[C@](C)(O)[C@@H]2[n+]2ccccc2)cc1,?,-27%,2,?,?,-2

# Entries of single compounds, looked up by structure. Order of screens: Pf growth 96h | FBPA Giardia inh | Shiga toxin inh | Sm TGR inh | Pf growth 48h | Cycloheximide cs
# O=C(CN1C(=O)NC2(CCCCC2)C1=O)Nc1cccc(S(=O)(=O)N2CCCC2)c1 is listed as ? | . | . | -4% | ? | .
# Fc1ccc(CNC(=S)Nc2ccc(Cl)cc2Cl)cc1 is listed as -11% | 0% | 11 | -27% | ? | 11

# (continued)
SMILES,Pf growth 96h,FBPA Giardia inh,Shiga toxin inh,Sm TGR inh,Pf growth 48h,Cycloheximide cs
Cc1ccccc1OCC(=O)Nc1ccccc1-c1ccccc1,?,-4%,42*,-15%,-54%,18*
Cn1ncc(Br)c1C(=O)OCC(=O)Nc1nc(-c2ccccc2)cs1,57%[activator],-5%,31*,-2%,106%[activator],19*
CC1(O)C[C@]2(C)N(O)C3CCCC[C@@H]3N2O1 (some centres not stated),60%[activator],1%,-8,?,?,-1
CC(=O)N1C(=O)/C(=C2\SC(=S)N(NC(=O)c3ccc(O)cc3)C2=O)c2ccccc21,4%,?,-15,-12%,.,6
COc1ccc(N2CCN(CCCNC(=O)CCC(=O)N3CCOc4ccc(Cl)cc43)CC2)cc1,?,.,-11,-7%,?,-11
CN(CC(=O)NCCCN1CCOCC1)S(=O)(=O)c1ccc(F)cc1,1%,16%,-10,6%,7%,-4
COc1ccccc1C(=O)Nc1ccnn1C1CCN(CCCC2CCCC2)CC1,-20%,-2%,-6,17%,35%[activator],9
CC(=O)N1CCN(Cc2nc3cc(Cl)ccc3c(=O)[nH]2)CC1,36%[activator],-11%,24,-11%,0%,4
CC1=C(C(=O)OCc2ccccc2)C(c2ccc(Cl)cc2Cl)NC(=O)N1CCCC(=O)O (configuration not stated),?,24%,1,3%,-4%,-4

# Some entries already given, reduced to Pf growth 96h.
mol | Pf growth 96h
CC(C)(C)c1ccc(C(=O)Nc2ccc(C(=O)N3CCCC3)cc2)cc1 | -20%
COc1ccc([C@H]2C(C#N)=C([S-])N[C@](C)(O)[C@@H]2[n+]2ccccc2)cc1 | ?
